High-throughput results: PubChem BioAssay, several laboratories
S1P2 antag = blocks the human S1P2 receptor | O95136 | cell-based S1P2 antagonist assay, inhibition at 5 uM | inhibition, % at 5 µM | actives 0.21% (n = 97,000); in the data active = inhibition above about 45%;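 note: CRE beta-lactamase reporter cells expressing human S1P2 stimulated with S1P; 0% = agonist at EC80 alone and 100% = agonist plus reference antagonist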
Target sequence (O95136 whole entry, looked up): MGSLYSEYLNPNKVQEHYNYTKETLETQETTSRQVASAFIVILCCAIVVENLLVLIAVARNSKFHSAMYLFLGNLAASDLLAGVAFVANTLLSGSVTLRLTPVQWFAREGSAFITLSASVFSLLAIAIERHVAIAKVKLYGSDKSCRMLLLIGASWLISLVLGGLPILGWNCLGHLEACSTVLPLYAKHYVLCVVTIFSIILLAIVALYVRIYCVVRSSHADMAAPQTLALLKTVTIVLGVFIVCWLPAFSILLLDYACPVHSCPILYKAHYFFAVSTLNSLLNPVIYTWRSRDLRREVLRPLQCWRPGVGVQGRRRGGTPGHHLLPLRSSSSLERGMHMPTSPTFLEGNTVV
Lung fibro prol = blocks proliferation of human lung fibroblasts | LL 47 human lung fibroblast viability, ATP luminescence; hits give low values | viability, % at 10 µM | actives 1.1% (n = 85,000) | AID 719;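 active = viability at or below 50% in the single dose screen; inactive = viability above 50%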;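 note: compound exposure lasted 72 h before the ATP readout; 100% = median luminescence of untreated cell-only wells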
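material = human LL 47 lung fibroblast cells | dosing = compounds added from tenfold dosing solution, 0.1% DMSO final | timing = overnight cell rest, 72 h compound treatment at 37 °C | measured by = CellTiter-Glo luminescence measuring cellular ATP | evaluation = % viability versus median cells-only luminescence | control set = cell-only wells, no compound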
PTPN22 act = activators of human LYP (PTPN22) phosphatase. recombinant LYP, DiFMUP fluorescence; 0 = plate median, 100 = signal doubled. activation, % at 2 µM. actives 0.11% (n = 96,000). AID 697;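 active = activation at 2 µM above a set limit, the mean plus 5 SD, cut at about 37% in these data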
S1P2 ag = agonists of human S1P2 receptor. activation, % at 4.5 µM. S1P2-expressing cell line, agonist reporter read-out. O95136. actives 0.46% (n = 97,000); in the data active = activation above about 16%;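 note: 0% = vehicle low control and 100% = maximal reference agonist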
H69AR growth 86K = growth inhibitors of human H69AR lung tumor cells. H69AR lung tumor viability, ATP luminescence, 72 h; hits give low values. viability, % at 10 µM. actives 6% (n = 85,000). AID 598;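 active = viability at or below 40%; inactive = viability above 40%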;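 note: multidrug resistant small cell line overexpressing MRP-1 efflux transporter; 100% = mean luminescence of untreated control wells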
HUVEC prolif 384 = human endothelial cell proliferation inhibition; viability, % at 10 µM (by protocol); HUVEC proliferation, CellTiter-Glo luminescence, 72 h; hits give low values; AID 648; actives 1.1% (n = 86,000);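 active = viability at or below 30%; inactive = viability above 30%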;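 note: 100% = median luminescence of DMSO-only cell control wells on each plate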
sEH activator = increases human soluble epoxide hydrolase activity; P34913; purified human sEH enzymatic activity, activator screen; activation, % at 2 µM; actives 0.04% (n = 91,000); AID 717; in the data active = activation above about 37%; note: values of inactives mirror those of a sister screen read the other way
Target sequence (P34913 whole entry, looked up): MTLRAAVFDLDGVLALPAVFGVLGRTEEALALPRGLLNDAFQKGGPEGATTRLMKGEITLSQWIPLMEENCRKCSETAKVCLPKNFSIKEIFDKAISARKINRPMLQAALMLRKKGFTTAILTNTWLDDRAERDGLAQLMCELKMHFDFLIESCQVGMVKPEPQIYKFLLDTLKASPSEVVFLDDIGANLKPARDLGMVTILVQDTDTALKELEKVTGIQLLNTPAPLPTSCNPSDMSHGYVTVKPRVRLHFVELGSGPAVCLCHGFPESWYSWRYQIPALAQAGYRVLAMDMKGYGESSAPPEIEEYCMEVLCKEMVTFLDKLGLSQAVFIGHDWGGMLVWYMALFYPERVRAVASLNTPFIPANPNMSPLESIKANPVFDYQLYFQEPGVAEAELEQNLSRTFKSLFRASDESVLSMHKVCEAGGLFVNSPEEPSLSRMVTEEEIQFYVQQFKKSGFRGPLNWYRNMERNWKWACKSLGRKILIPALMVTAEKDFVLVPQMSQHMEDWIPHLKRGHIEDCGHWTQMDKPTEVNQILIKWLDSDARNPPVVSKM
PostGolgi ctrl = growth of the yeast control strain, post-Golgi counter-screen; actives 5% (n = 98,000); inhibition, % at 10 µM; efflux-deficient yeast background strain, growth absorbance A615, 16 h; in the data active = inhibition above about 30%
sEH inhibitor = blocks human soluble epoxide hydrolase activity | recombinant human sEH enzymatic activity assay | actives 0.34% (n = 91,000) | AID 707 | inhibition, % at 2 µM; in the data active = inhibition above about 80%; note: values of inactives mirror those of a sister screen read the other way; many of its hits are not listed in these tables
* = called active by the depositor; nt = no result given. Only part of the results is shown, so the mix of outcomes need not match the whole.

SMILES	S1P2 antag	Lung fibro prol	PTPN22 act	S1P2 ag	H69AR growth 86K	HUVEC prolif 384	sEH activator	PostGolgi ctrl	sEH inhibitor
C[n+]1cc[nH]c1SCC(=O)c1ccccc1	5	98	-7	-2	96	96	-2	2	0
O=C(CN1CCN(Cc2ccccc2Cl)C1=O)NC1CCCCCC1	-9	100	-21	-5	89	85	-78	5	78
CC(C)(C)n1nnnc1C(c1cccnc1)N1CCN(c2cccc(C(F)(F)F)c2)CC1 (configuration not stated)	2	96	3	-1	87	112	-8	nt	11
COc1ccc(N(C(=O)Cn2nnc3ccccc32)C2(C(=O)NC3CCCC3)CCCCC2)cc1	-10	nt	7	-7	nt	nt	0	7	3
CCc1ccc(OCc2nnc(NC(=O)c3cccs3)s2)cc1	4	102	8	-3	98	103	7	-13	-7
Cc1cc(C(=O)OCC(=O)Nc2cc(S(=O)(=O)N3CCOCC3)ccc2Cl)c(C)o1	-16	nt	20	-4	nt	nt	5	0	-7
Cc1ccc(C(=O)/C=C/Nc2ccc3c(c2)OCO3)cc1	11	nt	0	-4	nt	nt	4	-1	-5
O=C(NCCCN1CCOCC1)c1ccccc1-c1ccccc1	-16	100	2	-3	97	81	0	9	-2
O=C(OCc1nnc(-c2ccccc2)o1)c1cc(=O)c2ccccc2o1	-8	106	-1	1	90	95	-9	3	9
Cc1csc(C(C#N)C(=O)c2cc3ccccc3o2)n1 (configuration not stated)	8	100	-4	-9	87	79	-5	0	7
O=C(O)c1ccc(F)c(S(=O)(=O)Nc2ccccc2Cl)c1	-5	103	2	-3	94	97	10	8	-4
COc1ccc(C(=O)N(CC2CCCO2)C(C(=O)NC2CCCC2)c2ccc(Cl)cc2)cc1OC (configuration not stated)	12	nt	-1	-13	nt	nt	-4	-3	6
O=C(Nc1nnc(C2CC2)s1)c1cc(S(=O)(=O)N2CCN(c3ccccc3)CC2)ccc1Cl	7	96	9	0	60	100	8	33*	-6
Cc1cccc(NC(=O)CN2C(=O)COc3ccc(Cl)cc32)c1C	-8	94	3	-5	103	94	-18	29	17
COCCCNC(CC(=O)Nc1ccc(OC)cc1OC)C(=O)O (configuration not stated)	-11	96	2	-4	94	115	-2	7	2
Cc1ccccc1NS(=O)(=O)c1ccc(C2CNC(=O)C2)cc1 (configuration not stated)	-13	95	8	-6	116	89	-3	11	5
COc1cccc(/C=N/NC(=O)c2nc(-c3ccccc3)cc(-c3ccccc3)n2)c1	47*	nt	-14	-4	nt	nt	-11	11	12
O=c1cc(N2CCN(c3ccccc3)CC2)[nH]c(=O)n1C1CCCCC1	29	nt	6	-2	nt	nt	12	5	-12
COc1ccc(C(=O)Nc2nnc(-c3cccs3)s2)cc1	-20	nt	1	-2	nt	nt	-6	13	7
COC(=O)c1ccc(C(=O)OC)c(NS(C)(=O)=O)c1	-5	97	5	-5	1.4*	100	6	16	-3
COc1ccc(N(CC(=O)NCc2ccco2)S(=O)(=O)c2ccc(OC)c(OC)c2)cc1	nt	100	nt	nt	93	108	nt	-10	nt
COc1ccc(C)cc1S(=O)(=O)Nc1cccnc1	nt	100	nt	nt	99	109	nt	17	nt
COc1cc(OC)cc(-c2nnc(Sc3ccc(C=O)cc3[N+](=O)[O-])o2)c1	-18	nt	-7	-3	nt	nt	10	13	-7
CCC(CO)NCc1ccc(OC2CCCC2)cc1 (configuration not stated)	13	90	-1	-6	93	96	-7	nt	8
COc1ccc(CCC(C)Nc2cccc(F)c2)cc1 (configuration not stated)	-29	nt	9	-1	nt	nt	7	-1	-4
Cc1ccc(S(=O)(=O)N2CCN(C(=O)CN3CCCC3)C2)cc1	12	104	6	-7	90	102	-1	1	2
O=C(CSCc1cccc(Br)c1)N/N=C/c1ccc2c(c1)OCO2	7	nt	-8	-2	nt	nt	-33	12	31
COc1ccc(-n2c(NCCN(C)C)nc3sc4c(c3c2=O)CCCCC4)cc1	22	80	-8	-3	52	76	-14	2	15
O=C(c1ccc(CS(=O)(=O)c2ccc(Br)cc2)o1)N1CCN(C2CCCCC2)CC1	4	92	1	-7	92	94	1	2	2
Cc1ccc(CNC(=O)C2CCCCC2C(=O)O)cc1 (configuration not stated)	8	107	14	-5	97	96	0	0	-2
O=C(c1ccc2c(c1)OCCO2)C1CCN(S(=O)(=O)c2ccc(F)cc2)CC1	9	83	-5	-3	82	64	-10	21	9
COc1ccc2nc(NC(=O)C3CCCN(S(=O)(=O)c4cccc5nonc45)C3)sc2c1 (configuration not stated)	20	91	-6	-9	61	94	-3	23	0
O=C(NCCN1CCCC1)c1ccc2c(c1)N(Cc1ccc(F)cc1)C(=O)c1ccccc1S2=O (configuration not stated)	nt	83	nt	nt	87	81	nt	28	nt
CCC(C)(C)n1nnnc1C(c1ccc(C)cc1)N(Cc1ccco1)Cc1cccs1 (configuration not stated)	-15	91	2	2	74	100	7	17	-5
C=C(C)c1cccc(C(C)(C)NC(=O)N2CCOCC2)c1	0	97	-1	0	103	94	2	1	-2
OC1(c2ccc3ccccc3c2)CCN(Cc2ccccc2)C1 (configuration not stated)	1	98	-3	-3	82	131	5	20	-4
O=C(CSc1nc2ccccc2c(=O)[nH]1)N1CCN(S(=O)(=O)c2ccccc2)CC1	-10	101	2	-2	78	79	nt	0	nt
Cc1cc(C)c(C#N)c(SCC(=O)N2CCCCC2)n1	-20	96	2	-4	90	100	5	13	-4
Nc1c(C(=O)c2ccc(Br)s2)oc2ccccc12	14	88	8	-5	79	94	5	37*	-7
Clc1ccccc1OCCn1ccnc1	-34	97	3	-3	94	81	-4	-4	9

Structures listed so far that bear a hit mark in S1P2 antag:
smiles | S1P2 antag | PTPN22 act | S1P2 ag | sEH activator | sEH inhibitor
COc1cccc(/C=N/NC(=O)c2nc(-c3ccccc3)cc(-c3ccccc3)n2)c1 | 47* | -14 | -4 | -11 | 12

Molecules listed so far containing bromine, in the order listed:
SMILES	S1P2 antag	Lung fibro prol	PTPN22 act	S1P2 ag	H69AR growth 86K	HUVEC prolif 384	sEH activator	PostGolgi ctrl	sEH inhibitor
O=C(CSCc1cccc(Br)c1)N/N=C/c1ccc2c(c1)OCO2	7	nt	-8	-2	nt	nt	-33	12	31
O=C(c1ccc(CS(=O)(=O)c2ccc(Br)cc2)o1)N1CCN(C2CCCCC2)CC1	4	92	1	-7	92	94	1	2	2
Nc1c(C(=O)c2ccc(Br)s2)oc2ccccc12	14	88	8	-5	79	94	5	37*	-7

Next compounds:
SMILES	S1P2 antag	Lung fibro prol	PTPN22 act	S1P2 ag	H69AR growth 86K	HUVEC prolif 384	sEH activator	PostGolgi ctrl	sEH inhibitor
COCCCN1C(=O)C(=O)/C(=C(/O)c2ccc(OC)cc2)C1c1cccc(OC)c1 (configuration not stated)	17	90	10	-6	nt	94	-2	35*	4
COc1cccc(C2C3=C(CC(C)(C)CC3=O)Nc3cc4c(cc32)OCO4)c1 (configuration not stated)	4	94	-1	-1	32*	78	9	19	-5
Cc1cc(NC(=O)CSc2ccc(-c3ccccc3)nn2)no1	5	100	-12	-4	75	100	-5	7	4
S=c1[nH]nc(-c2ccccc2)n1/N=C/c1cccs1	5	nt	-7	-16	nt	nt	10	26	-10
N#Cc1c(-c2ccco2)nc(NCC2CCCO2)[nH]c1=O (configuration not stated)	-15	100	4	-1	87	100	-6	-1	7
CCc1ccc2oc(-c3cc(N=Cc4cccc(OC)c4O)ccc3O)nc2c1	5	nt	-2	-7	nt	nt	-7	33*	7
Cc1noc(/C=C/c2ccco2)c1S(=O)(=O)N1CCC(C(=O)N2c3ccccc3CC2C)CC1 (configuration not stated)	7	102	-6	-6	92	99	nt	9	nt
CCCN(C(=O)c1ccco1)c1nnc(-c2ccncc2)s1	-1	98	4	0	87	99	-4	nt	5
O=S1(=O)N=C(Nc2ccc(S(=O)(=O)N3CCCCC3)cc2)c2ccccc21	nt	94	nt	nt	91	90	nt	-5	nt
Cc1cccn2c(=O)c3cc(C(=O)N4c5ccccc5CC4C)n(C)c3nc12 (configuration not stated)	-1	83	-1	-2	42	77	7	-4	-7
CCOC(=O)c1c(C)[nH]c2c1cc(O)c1ccccc12	4	89	1	-2	44	80	25	7	-25
COc1cccc(C(C(=O)NC(C)(C)C)N(C(=O)CCC(=O)Nc2cc(C)on2)C2CC2)c1OC (configuration not stated)	12	102	-1	-2	102	90	-15	-5	16
CCn1c(COc2cccc(C)c2)nnc1SCC(=O)CC(=O)Nc1ccccc1OC	19	90	-2	-8	87	80	2	0	-1
Cc1nc2scc(-c3ccco3)c2c(=O)n1/N=C/N(C)C	15	91	-9	-2	86	88	5	18	-7
Cn1c(SCC(=O)Nc2ccccc2)nc(O)cc1=O	7	102	-10	0	89	91	10	26	-9
O=C(Nc1c(C(=O)Nc2ccccc2)cnn1-c1ccccc1)c1ccco1	11	104	4	-6	81	97	nt	-7	nt
COc1ccc(S(=O)(=O)c2ccc(OC)cc2)cc1	-14	106	9	-2	97	114	-9	7	11
Cc1ccc(S(=O)(=O)N(C)CC(=O)Nc2cccc(C)n2)cc1	-12	94	7	-1	102	89	-7	10	6
Cc1ccc(C(=O)Nc2ccc3c(c2)OCCO3)o1	0	87	-4	-5	69	87	-5	1	8
CCCCNc1cc(C)oc(=O)c1C(C)=O	0	92	16	-3	92	81	-3	-6	-2
O=C(O)CCc1ccc(-c2ccccc2)n1CC(=O)O	2	105	-14	-4	102	95	-5	3	8
COc1cccc(C2OC(=O)c3ccccc3N2C(C)=O)c1OC(C)=O (configuration not stated)	29	102	2	-10	nt	88	9	5	-7
O=C(Nc1cc(C(F)(F)F)ccc1N1CCOCC1)c1ccc(Br)o1	-10	92	-6	-6	89	87	17	10	-18

A different layout for some results above:
> CCCCNc1cc(C)oc(=O)c1C(C)=O
  S1P2 antag: 0 | Lung fibro prol: 92 | PTPN22 act: 16 | S1P2 ag: -3 | H69AR growth 86K: 92 | HUVEC prolif 384: 81 | sEH activator: -3 | PostGolgi ctrl: -6 | sEH inhibitor: -2

> O=C(O)CCc1ccc(-c2ccccc2)n1CC(=O)O
  S1P2 antag: 2 | Lung fibro prol: 105 | PTPN22 act: -14 | S1P2 ag: -4 | H69AR growth 86K: 102 | HUVEC prolif 384: 95 | sEH activator: -5 | PostGolgi ctrl: 3 | sEH inhibitor: 8
